Bioassay records as filed in PubChem.
GSIS activator: primary screen for activators of insulin secretion dependent on glucose, INS-1E cells, GLuc reporter luminescence. INS-1E GLuc reporter insulin secretion, 2-3 h. activation, % at 16.6 µM. 370,000 tested, 0.61% active. AID 743287;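 active = lowest replicate activation of at least 40%, so every replicate reaches that level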;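 also: 0% = median of neutral control wells and 100% = median of IBMX positive control wells; some compounds called inactive have numbers as strong as hits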
RAD52 anneal inh: inhibitors of human RAD52 DNA annealing | P43351 | recombinant RAD52 DNA annealing, FRET fluorescence | inhibition, % at 18.7 µM | 360,000 tested, 0.46% active;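 active = every replicate showing at least 50% inhibition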
F508del corr: correctors of CFTR F508del function in bronchial epithelial cells | 350,000 tested, 0.36% active | CFBE cells, YFP halide quenching; stimulated with forskolin plus potentiator P3; % fluorescence drop versus neutral controls | AID 720511 | activity (quench increase), % at 7.58 µM;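 active = mean added fluorescence quench of at least 8% versus neutral control, with both replicates also reaching 8%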;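 also: cells transiently co-express mutant CFTR-F508del with the halide-sensitive YFP; corrector assay measuring rescue of mutant channel to the surface after 24 h compound exposure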
esBAF inh: blocks esBAF chromatin remodeling in mouse ES cells | 350,000 tested, 2% active | reporter increase, % at 12.5 µM | Bmi1-luciferase knock-in reporter, 24 h; 100% = twice the neutral-well signal; in the data active = activation above about 40%;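 also: 0% = median of the plate's neutral control wells and 100% = double that signal; a rise in the Bmi1 reporter signal indicates esBAF inhibition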
RAD54 inh: blocks human RAD54 Holliday junction branch migration; inhibition, % at 10.4 µM; AID 602329; FAM/BHQ fluorescence; 360,000 tested, 0.14% active;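 active = mean normalized replicate activity at least 40 and at least half of replicates scoring 40 or more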;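 also: 0% = median of neutral control wells and 100% = median of positive control wells; inhibitors cause a drop in the FAM fluorescence signal; in these data hits start at about 50%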
ERAP1 HTS inh: blocks human ERAP1 aminopeptidase activity. recombinant ERAP1, Leu-AMC fluorescence, 60 min. AID 652197. inhibition, % at 10.7 µM. 340,000 tested, 0.15% active;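 active = mean replicate inhibition of at least 30%, or all replicates individually reaching that 30% level; inactive = mean below 30% and not every replicate reaching it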;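 also: 0% = neutral control wells and 100% = L-leucinethiol positive control wells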
Target sequence (Q9NZ08 whole entry, looked up): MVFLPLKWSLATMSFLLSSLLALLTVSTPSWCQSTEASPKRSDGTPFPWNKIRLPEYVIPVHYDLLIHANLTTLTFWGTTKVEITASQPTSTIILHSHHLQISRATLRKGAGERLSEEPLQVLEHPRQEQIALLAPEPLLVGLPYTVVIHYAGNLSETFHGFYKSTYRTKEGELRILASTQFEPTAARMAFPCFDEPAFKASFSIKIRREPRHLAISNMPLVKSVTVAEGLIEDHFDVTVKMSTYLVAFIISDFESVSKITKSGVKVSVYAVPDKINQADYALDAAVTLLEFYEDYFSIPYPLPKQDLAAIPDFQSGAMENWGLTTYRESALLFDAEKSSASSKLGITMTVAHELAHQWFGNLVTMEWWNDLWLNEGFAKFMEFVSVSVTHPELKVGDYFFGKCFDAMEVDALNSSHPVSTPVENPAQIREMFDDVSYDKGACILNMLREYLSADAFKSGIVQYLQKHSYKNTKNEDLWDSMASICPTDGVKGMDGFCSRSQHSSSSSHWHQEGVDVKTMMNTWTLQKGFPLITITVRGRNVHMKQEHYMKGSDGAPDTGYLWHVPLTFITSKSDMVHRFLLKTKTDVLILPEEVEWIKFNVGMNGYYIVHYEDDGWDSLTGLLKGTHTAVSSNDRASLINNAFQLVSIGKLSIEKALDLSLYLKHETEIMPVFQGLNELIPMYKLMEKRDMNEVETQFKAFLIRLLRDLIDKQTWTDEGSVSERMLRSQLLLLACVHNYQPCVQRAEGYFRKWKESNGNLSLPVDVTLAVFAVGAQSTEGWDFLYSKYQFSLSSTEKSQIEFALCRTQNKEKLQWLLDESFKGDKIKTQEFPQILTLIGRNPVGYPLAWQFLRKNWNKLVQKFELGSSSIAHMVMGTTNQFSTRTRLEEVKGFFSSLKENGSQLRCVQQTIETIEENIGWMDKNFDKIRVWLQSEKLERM
ARNT TACC3 PPI: ARNT/TACC3 interaction disruption; Q9Y6A5; AlphaScreen His-ARNT PAS-B/GST-TACC3 binding, luminescence; TACC3 fragment carries E629A point mutation; inhibition, % at 9.99 µM; 390,000 tested, 0.66% active; AID 623870;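 active = mean inhibition of replicates at least 50% and at least half of replicates each reaching 50%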;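 also: 0% = complete ARNT plus TACC3 wells and 100% = ARNT alone without TACC3; many hits fall short of the cut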
Xi reactivation: reactivates the inactive X chromosome in mouse fibroblasts | XiGFP mouse fibroblasts, % GFP-positive cells imaging, 3 d; cells co-treated with 5-aza-dC sensitizer; scaled so ellipticine positive control = 100% | activation, % at 7.58 µM | 360,000 tested, 0.055% active;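 active = mean normalized replicate activation at least 10% and every replicate at or above 10%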;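 also: 0% = median of on-plate neutral control wells and 100% = ellipticine 6 µM median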
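System: 68-5-11 XiGFP fibroblast line; Timing: 3 days compound exposure; Compound dosing: one concentration, pinned; Benchmarks: positive control ellipticine, 6 µM final; Buffer or medium: DMEM containing 5-aza-dC.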
The depositor's hits bear a star.

What do the screens show for `COc1ccc(NC(=O)C2(C)CCN2CCOc2ccccc2)cc1OC` (centres undefined)?
GSIS activator: 39; RAD52 anneal inh: -2; F508del corr: -1.5; esBAF inh: -2; RAD54 inh: 7; ERAP1 HTS inh: 16; Xi reactivation: 0.1

How did O=C(C1CCOCC1)N1CC[C@@H]2[C@@H](CO)Nc3ccc(-c4ccc(F)cc4)cc3[C@@H]21 do in these assays?
GSIS activator: 19; RAD52 anneal inh: -15; F508del corr: 2.1; esBAF inh: -3; RAD54 inh: 2; ERAP1 HTS inh: -4; ARNT TACC3 PPI: 10; Xi reactivation: 0.0

How did COc1ccc(NC(=O)N2C[C@@H](O)COC[C@@H]3O[C@H](CC(=O)N4CCN(C)CC4)CC[C@H]32)cc1 do in these assays?
GSIS activator: -1; RAD52 anneal inh: 1; F508del corr: -1.7; esBAF inh: -1; RAD54 inh: 4; ERAP1 HTS inh: 0; ARNT TACC3 PPI: 1; Xi reactivation: 0.0

What do the screens show for `COc1ccccc1NC(=O)CN1CCOCC1`?
GSIS activator: 4; RAD52 anneal inh: -7; F508del corr: 5.2; esBAF inh: -6; RAD54 inh: -8; ERAP1 HTS inh: -1; ARNT TACC3 PPI: 1; Xi reactivation: 0.2

What do the screens show for `O=C(Nc1ccc2c(c1)OCO2)N[C@@H]1C=C[C@@H](CC(=O)N2CCN(c3ccccc3)CC2)O[C@@H]1CO`?
GSIS activator: -6; RAD52 anneal inh: 1; F508del corr: 0.8; esBAF inh: 1; RAD54 inh: 1; ERAP1 HTS inh: -2; ARNT TACC3 PPI: 17; Xi reactivation: -0.2

Results for CC(=O)C1=C(c2ccccc2)NC(=S)NC1c1cc(Cl)c(OC(C)C)c(Cl)c1 (centres undefined) ?
GSIS activator: -10; RAD54 inh: -8; ARNT TACC3 PPI: -2; Xi reactivation: -0.1

Results for O=c1c2cn[nH]c2nc(SCc2cc(=O)n3cc(Br)ccc3n2)n1-c1ccc(Br)cc1 ?
GSIS activator: -5; RAD52 anneal inh: 27; F508del corr: 1.2; ERAP1 HTS inh: -2; ARNT TACC3 PPI: 0; Xi reactivation: 0.0

Results for COc1ccc(CN(C)C[C@H]2Oc3ccc(NS(C)(=O)=O)cc3CC(=O)N([C@H](C)CO)C[C@@H]2C)cc1 ?
GSIS activator: 12; RAD52 anneal inh: 5; F508del corr: -1.1; esBAF inh: -5; RAD54 inh: -2; ERAP1 HTS inh: 1; ARNT TACC3 PPI: -3; Xi reactivation: -1.1

Results for COc1cccc2sc(Nc3nnc(-c4ccc(F)cc4)o3)nc12 ?
GSIS activator: 4; RAD52 anneal inh: 10; F508del corr: 1.2; esBAF inh: 23; RAD54 inh: 0; ARNT TACC3 PPI: -1; Xi reactivation: 0.2

Results for CCCNC(=O)Nc1ccc2c(c1)C(=O)N(C)[C@H]1CC[C@H](CC(=O)Nc3cc(F)ccc3F)O[C@@H]1CO2 ?
GSIS activator: 0; RAD52 anneal inh: 9; F508del corr: -0.5; esBAF inh: -1; RAD54 inh: -4; ERAP1 HTS inh: -1; ARNT TACC3 PPI: -12; Xi reactivation: 0.2

What do the screens show for `CCOC(=O)C1CCN(C(=O)Cn2cc(C(=O)c3ccco3)c3ccccc32)CC1`?
GSIS activator: 8; RAD52 anneal inh: -9; F508del corr: -4.7; ERAP1 HTS inh: -5; ARNT TACC3 PPI: -5

How did COc1cc(OC)nc(C(NC(=O)C2CCN(Cc3ccc(Oc4ccccc4)cc3)CC2)c2ccc(F)cc2)n1 (centres undefined) do in these assays?
GSIS activator: 20; RAD52 anneal inh: -14; F508del corr: 6.4; esBAF inh: 1; RAD54 inh: -2; ERAP1 HTS inh: 6; Xi reactivation: 0.2

What do the screens show for `Cc1c(NC(=O)C(c2ccccc2)c2ccccc2)cccc1C(=O)O`?
GSIS activator: 9; RAD52 anneal inh: -12; F508del corr: 2.3; esBAF inh: 30; RAD54 inh: -3; ERAP1 HTS inh: -1; ARNT TACC3 PPI: 18; Xi reactivation: 0.3

What do the screens show for `N#CCSc1ccccc1NC(=O)COC(=O)Cc1c[nH]c2ccccc12`?
GSIS activator: -6; RAD52 anneal inh: -22; F508del corr: -3.8; esBAF inh: 1; ERAP1 HTS inh: 0; Xi reactivation: -0.1

What do the screens show for `COc1cccc(COC(=O)C2CCN(S(=O)(=O)c3ccc(C)cc3C)CC2)c1OC`?
GSIS activator: -2; RAD52 anneal inh: 1; F508del corr: -0.2; esBAF inh: 3; RAD54 inh: -1; ERAP1 HTS inh: 1; ARNT TACC3 PPI: 5; Xi reactivation: 0.2

What do the screens show for `CC(=O)Nc1ccc(OS(=O)(=O)c2ccccc2C)cc1`?
GSIS activator: 1; RAD52 anneal inh: -13; F508del corr: -1.4; ERAP1 HTS inh: -6; ARNT TACC3 PPI: -10; Xi reactivation: 0.5

What do the screens show for `CCNC(=S)NNC(=O)c1cc(C)on1`?
GSIS activator: 0; esBAF inh: -5; RAD54 inh: 1; ARNT TACC3 PPI: 5

What do the screens show for `O=C(CNC(=O)c1ccc(Cl)cc1Cl)OCc1nnc(-c2ccccc2)o1`?
GSIS activator: 5; RAD52 anneal inh: -9; F508del corr: -1.2; ERAP1 HTS inh: 1; ARNT TACC3 PPI: -4; Xi reactivation: 0.1

How did CC(=O)c1cccc(NC(=O)COC(=O)COc2c(Cl)cc(Cl)c3ccc(C)nc23)c1 do in these assays?
RAD52 anneal inh: -25; F508del corr: 3.6; ERAP1 HTS inh: 0; ARNT TACC3 PPI: -8; Xi reactivation: 0.3

How did C[C@@H]1CN([C@H](C)CO)C(=O)Cc2cc(NC(=O)Nc3cccc4ccccc34)ccc2O[C@@H]1CN(C)Cc1ccc(C(F)(F)F)cc1 do in these assays?
GSIS activator: -16; RAD52 anneal inh: -7; F508del corr: 1.9; esBAF inh: -1; RAD54 inh: 4; ERAP1 HTS inh: 1; ARNT TACC3 PPI: 0; Xi reactivation: 0.6

How did C[C@@H]1CN([C@@H](C)CO)S(=O)(=O)c2ccc(C#C[C@@H](C)O)cc2O[C@@H]1CN(C)Cc1cccnc1 do in these assays?
GSIS activator: 4; RAD52 anneal inh: 1; F508del corr: -1.0; esBAF inh: 2; RAD54 inh: 2; ERAP1 HTS inh: -3; ARNT TACC3 PPI: -1; Xi reactivation: -0.9

How did Cc1ccc(S(=O)(=O)Nc2ccc3c(c2)CC(=O)N([C@@H](C)CO)C[C@@H](C)[C@@H](CN(C)C(=O)Nc2c(C)noc2C)O3)cc1 do in these assays?
GSIS activator: 31; RAD52 anneal inh: -8; F508del corr: -4.0; esBAF inh: 0; RAD54 inh: 2; ERAP1 HTS inh: 1; ARNT TACC3 PPI: -5; Xi reactivation: -1.0

What do the screens show for `CCC(=O)N1CCc2cc(-c3csc(NC(=O)c4ccco4)n3)ccc21`?
GSIS activator: -2; RAD52 anneal inh: -23; F508del corr: -1.0; esBAF inh: 45*; RAD54 inh: 1; ERAP1 HTS inh: 3; ARNT TACC3 PPI: 3; Xi reactivation: 0.3

What do the screens show for `CCCc1[nH]nc2c1C(c1ccc(OC)c(Cn3nc(C)c(Br)c3C)c1)C(C#N)=C(N)O2` (centres undefined)?
GSIS activator: -25; esBAF inh: -7; RAD54 inh: -6; ARNT TACC3 PPI: 2

How did COc1ccc(NC(=O)N(C)C[C@@H]2Oc3c(cccc3N(C)C)C(=O)N([C@H](C)CO)C[C@H]2C)cc1 do in these assays?
GSIS activator: 17; RAD52 anneal inh: -3; F508del corr: 1.5; esBAF inh: 3; RAD54 inh: 6; ERAP1 HTS inh: 5; ARNT TACC3 PPI: -4; Xi reactivation: -0.8

How did O=C(CSc1nnc(COc2ccccc2)o1)N1CCOCC1 do in these assays?
GSIS activator: 6; RAD52 anneal inh: -13; F508del corr: 2.1; esBAF inh: -6; ERAP1 HTS inh: 3; ARNT TACC3 PPI: -7; Xi reactivation: -0.1

Results for O=C(O)CCN1C(=O)/C(=C2\C(=O)N(Cc3ccc(F)cc3)c3ccccc32)SC1=S ?
GSIS activator: 32; RAD52 anneal inh: -2; F508del corr: 0.1; esBAF inh: 12; RAD54 inh: 1; ERAP1 HTS inh: 2; ARNT TACC3 PPI: -6; Xi reactivation: 0.2

How did COc1ccc(/C=C/C(=O)OCC(=O)Nc2cccc(Oc3ccccc3)c2)c(OC)c1 do in these assays?
RAD52 anneal inh: -46; ERAP1 HTS inh: -1; ARNT TACC3 PPI: -2; Xi reactivation: 0.2

How did Nc1cc(S(=O)(=O)Nc2cc(Cl)ccc2Cl)ccc1N1CCCC1 do in these assays?
GSIS activator: -5; RAD52 anneal inh: -4; F508del corr: 3.5; esBAF inh: 3; ARNT TACC3 PPI: -7; Xi reactivation: 0.0

How did NCCNc1ccc(C(=O)N2c3ccccc3Sc3ccccc32)cc1[N+](=O)[O-] do in these assays?
RAD52 anneal inh: -30; esBAF inh: -2; RAD54 inh: -4; ERAP1 HTS inh: -5; ARNT TACC3 PPI: 11; Xi reactivation: -0.2

What do the screens show for `O=C(NC1CCCC1)c1cc(-c2ccc(F)cc2)on1`?
GSIS activator: 0; RAD52 anneal inh: -3; F508del corr: -2.6; esBAF inh: 30; RAD54 inh: 1; ERAP1 HTS inh: -1; ARNT TACC3 PPI: -5; Xi reactivation: 0.4

Results for COC(=O)CCS(=O)(=O)c1ccc(NC(C)=O)cc1 ?
GSIS activator: 20; RAD52 anneal inh: -11; F508del corr: -3.8; esBAF inh: -5; RAD54 inh: -2; ERAP1 HTS inh: -4; ARNT TACC3 PPI: 0

How did Cc1ccc(-n2c(=O)[nH]c3c(oc4ccccc43)c2=O)cc1 do in these assays?
GSIS activator: -2; RAD52 anneal inh: 0; F508del corr: -0.4; ARNT TACC3 PPI: -6; Xi reactivation: -0.2

What do the screens show for `COc1ccc(CCC(=O)NNC(=O)Nc2ccc(C(C)C)cc2)cc1`?
GSIS activator: 39; RAD52 anneal inh: -16; F508del corr: -0.7; RAD54 inh: -3; ERAP1 HTS inh: -1; ARNT TACC3 PPI: -7; Xi reactivation: 0.1

Results for Cc1cc2oc(=O)cc(-c3ccccc3)c2c(C)c1-c1ccc(F)c(Cl)c1 ?
GSIS activator: 9; RAD52 anneal inh: -12; F508del corr: 6.4; esBAF inh: -4; RAD54 inh: -9; Xi reactivation: 0.0

Results for CCN(CC)S(=O)(=O)c1ccc(C)c(NC(=O)COC(=O)C=C(C)C)c1 ?
GSIS activator: -10; RAD52 anneal inh: 7; F508del corr: -0.8; esBAF inh: 2; RAD54 inh: -6; ERAP1 HTS inh: -3; ARNT TACC3 PPI: -3; Xi reactivation: 0.1

How did O=C1/C(=C\c2ccc3ccccc3c2)CCCc2ccccc21 do in these assays?
GSIS activator: -22; esBAF inh: 30; RAD54 inh: -17; ARNT TACC3 PPI: -2

An excerpt from above in order of molar mass, falling:
Results for Cc1cc2oc(=O)cc(-c3ccccc3)c2c(C)c1-c1ccc(F)c(Cl)c1 ?
GSIS activator: 9; RAD52 anneal inh: -12; F508del corr: 6.4; esBAF inh: -4; RAD54 inh: -9; Xi reactivation: 0.0

What do the screens show for `COc1ccc(CCC(=O)NNC(=O)Nc2ccc(C(C)C)cc2)cc1`?
GSIS activator: 39; RAD52 anneal inh: -16; F508del corr: -0.7; RAD54 inh: -3; ERAP1 HTS inh: -1; ARNT TACC3 PPI: -7; Xi reactivation: 0.1

How did O=C1/C(=C\c2ccc3ccccc3c2)CCCc2ccccc21 do in these assays?
GSIS activator: -22; esBAF inh: 30; RAD54 inh: -17; ARNT TACC3 PPI: -2
